# Source: PubChem BioAssay (National Center for Advancing Translational Sciences (NCATS))
# TrxR1 substrate = substrates of rat thioredoxin reductase 1 | O89049 | purified TrxR1 substrate turnover, NADPH consumption readout | Potency, µM (top dose mostly 114 µM), inactives show at the top dose activity change, negative = substrate turnover | 390,000 tested, 0.01% active; note: potency is the fitted concentration of half-maximal effect; % is set by controls: 0 for no effect and ±100 for the full control effect; nearly all actives have a fitted effect of over 50% in size
#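 Rat TrxR1, dispensed at 90 nM, was prereduced with 400 uM NADPH (final) for 5 min at ~22 deg C, then incubated with compound 15 min before 400 uM selenite. A first-read NADPH fluorescence drop versus no-compound background flagged substrates.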
# TRHR agonist = TRH receptor (human) agonism; 360,000 tested, 0.18% active; P34981; TRHR cells, calcium flux fluo-8, FDSS agonist mode; AID 493084; activation, % at 2 µM; in the data active = activation above about 30%; note: 0% is about no effect
# Target sequence (P34981 whole entry, looked up): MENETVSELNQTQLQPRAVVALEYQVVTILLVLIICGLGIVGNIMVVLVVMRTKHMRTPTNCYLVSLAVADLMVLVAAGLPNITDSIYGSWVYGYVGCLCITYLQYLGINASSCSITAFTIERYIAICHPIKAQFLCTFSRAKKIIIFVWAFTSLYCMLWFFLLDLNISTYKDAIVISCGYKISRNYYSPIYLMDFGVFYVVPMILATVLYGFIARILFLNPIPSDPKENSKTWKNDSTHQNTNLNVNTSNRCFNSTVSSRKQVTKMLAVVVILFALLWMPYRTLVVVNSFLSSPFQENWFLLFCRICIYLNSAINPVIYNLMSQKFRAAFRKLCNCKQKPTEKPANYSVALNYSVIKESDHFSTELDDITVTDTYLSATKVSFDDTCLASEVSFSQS
#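 Agonist-mode FDSS calcium read (Ex 480/Em 530, 1 s cycles) in 1536-well TRHR cells with fluo-8 dye, after 10-cycle baseline and 23 nL compound addition; TRH at EC20 (10 nM final) added afterwards for the enhancer phase.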
# Pin1 inh = blocks the human prolyl isomerase Pin1. Q13526. Pin1 FP peptide displacement, HiFluor488, 10 min. Potency, µM (doses to about 115 µM), inactives show at the top dose activity, negative = inhibition, usual class: inhibitors. 390,000 tested, 0.009% active; active = well fitted inhibition curve with a large enough effect in the polarisation, with a control signal flat, not every such curve was filed as active; inconclusive = small, poorly fitted or top-dose-only effect, or effect the other way, or a change in a side signal; inactive = no such curve, though single readings can be large or run the other way; the % refers to the polarisation; note: potency is the fitted concentration of half-maximal effect; % is set by controls: 0 for no effect and ±100 for the full control effect
# Target sequence (Q13526 whole entry, looked up): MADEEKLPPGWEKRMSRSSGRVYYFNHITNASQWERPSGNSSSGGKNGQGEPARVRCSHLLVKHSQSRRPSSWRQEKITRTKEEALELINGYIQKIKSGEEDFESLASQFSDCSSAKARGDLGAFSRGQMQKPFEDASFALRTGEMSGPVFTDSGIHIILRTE
# D2 antag = D2 dopamine receptor (human) antagonism. inhibition, % at 10 µM. P14416. HEK293 TREx D2 cells, calcium flux, dopamine EC80. 340,000 tested, 2% active; in the data active = inhibition above about 30%; note: 0% is about no effect
# Target sequence (P14416 whole entry, looked up): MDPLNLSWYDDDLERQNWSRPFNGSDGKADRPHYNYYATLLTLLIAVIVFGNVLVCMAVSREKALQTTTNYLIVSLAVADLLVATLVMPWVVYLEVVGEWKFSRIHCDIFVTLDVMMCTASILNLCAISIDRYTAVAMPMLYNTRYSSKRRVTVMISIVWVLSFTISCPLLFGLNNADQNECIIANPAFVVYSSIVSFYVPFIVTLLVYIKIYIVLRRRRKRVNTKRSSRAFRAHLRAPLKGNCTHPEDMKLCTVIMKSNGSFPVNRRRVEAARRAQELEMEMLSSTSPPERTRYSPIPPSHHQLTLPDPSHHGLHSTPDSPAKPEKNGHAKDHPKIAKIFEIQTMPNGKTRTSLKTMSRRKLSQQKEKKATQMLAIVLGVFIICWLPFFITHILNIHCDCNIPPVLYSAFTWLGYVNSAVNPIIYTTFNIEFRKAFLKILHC
#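 Dopamine at EC80 is the agonist stimulus; test compounds precede it by 180 s. Calcium flux read kinetically in a force-coupled, inducible HEK293 T-REx D2 cell line.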
# D2 agonist = agonists of human D2 dopamine receptor. HEK293 T-REx D2 cells, calcium flux agonist mode. activation, % at 2 µM. 340,000 tested, 0.53% active. AID 485358;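 active = activation over 3 SD above normal in the single-dose calcium agonist read, cut at about 30% in these data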; note: 0% is about no effect
#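 Agonism scored from kinetic calcium signal (1 read/sec, 180 s) following compound pin transfer, after a 10 s baseline. Cells: HEK293 Trex line expressing inducible D2 receptor coupled to calcium, dye-loaded after overnight culture at 30 C.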
# TrxR1 inh = rat TrxR1 inhibition; 390,000 tested, 1% active; recombinant rTrxR1, NADPH fluorescence consumption, selenite substrate; O89049; Potency, µM (doses to about 114 µM), without a hit: top-dose activity change, negative = inhibition, hits mostly inhibitors; note: potency is the fitted concentration of half-maximal effect; % is set by controls: 0 for no effect and ±100 for the full control effect; nearly all actives have a fitted effect of over 65% in size
#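 Rat TrxR1 (90 nM in the dispensed reagent) was pre-reduced with 400 uM NADPH for 5 min at room temperature, then incubated with compound for 15 min. After 400 uM selenite was added, NADPH fluorescence (Ex 340/Em 450 nm) was followed for 8 min.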
# USP1 inh = USP1/UAF1 (human) deubiquitinase inhibition. recombinant USP1/UAF1, Ub-Rhodamine cleavage fluorescence. AID 743255. Potency, µM (doses to about 57.1 µM), for inactives: at the highest dose activity change, negative = inhibition, most hits filed as inhibitors. 390,000 tested, 0.23% active. O94782; note: potency is the fitted concentration of half-maximal effect; % is set by controls: 0 for no effect and ±100 for the full control effect; nearly all actives have a fitted effect of over 60% in size; inactives centre near -12
#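 Step one: compound is pinned into 1nM USP1/UAF1 in HEPES pH 7.8 buffer with TCEP. Step two: 15 min room-temperature incubation. Step three: Ub-Rho (150nM final) starts cleavage, tracked by fluorescence over six one-minute reads.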
# mIDH1 inhibitor = human IDH1 R132H inhibition | IDH1-R132H enzyme, NADPH consumption, diaphorase/resazurin fluorescence | Potency, µM (doses to about 76.6 µM), inactives show at the highest dose activity change, negative = inhibition, actives largely listed as inhibitors | 390,000 tested, 0.093% active | AID 602179; note: potency is the fitted concentration of half-maximal effect; % is set by controls: 0 for no effect and ±100 for the full control effect; nearly all actives have a fitted effect of over 65% in size
#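 IDH1-R132H (0.5 ug/mL) preincubated 30 min with compound, then NADPH (0.016 mM) and alpha-KG (2 mM) added; 80 min at RT, pH 7.5. Remaining NADPH coupled via diaphorase/resazurin to fluorescence (540/590 nm); concentration-response curves normalized to no-enzyme control.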
# TRHR enhancer = allosterically enhances the human TRH receptor; P34981; TRHR cells, fluo-8 calcium fluorescence, EC20 TRH enhancement; enhancement, % at 2 µM; 360,000 tested, 0.66% active; in the data active = enhancement above about 30%; note: 0% is about no effect
#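 TRHR-expressing cells loaded with fluo-8 calcium dye were read kinetically (ex 480/em 530) during compound addition, then stimulated with an EC20 of TRH (10 nM final). Enhancement of the Gq-mediated intracellular calcium response was scored.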
# * hit, by the source's call; ? = inconclusive; / = no result given; & = joins results of further samples; [ ] = remark or other dose. Unless noted, calls come from the whole dose curve; as a rule, active = well fitted inhibition curve with a large enough effect; inconclusive = small, poorly fitted or top-dose-only effect; inactive = no such curve, though single readings can be large or run the other way. Only part of the results is shown; rates above refer to the full screens.
1: Cc1ccc(NC(=O)CSc2nnc(C)s2)c(C)c1
2: Cn1ncc(C#N)c1NC(=O)C1CC(c2ccc(Cl)c(Cl)c2)=NO1 (stereo not given)
3: Cc1ccc(S(=O)(=O)N2CCCCC2)cc1C(=O)Nc1ccccn1
4: CCCCc1nnc(NC(=O)Cn2cnc3ccccc3c2=O)s1
5: CCCCn1c(=O)[nH]c(=O)c2c1nc(-c1ccccc1F)n2Cc1ccccc1
6: Cc1ccc(Cl)cc1NC(=O)c1nnn(Cc2ccccc2)c1N
7: Cc1cc(-c2ccc(C)c(S(=O)(=O)Nc3cccc(C)n3)c2)on1
8: CCCn1c(SCC(=O)N(CC)CC)nnc1-c1ccncc1
9: O=C(Nc1ccccc1N1CCOCC1)c1ccc(N2CCOCC2)c([N+](=O)[O-])c1
10: c1ccc(Cc2nc3ccccc3s2)cc1
screen / no.,1,2,3,4,5,6,7,8,9,10
TrxR1 substrate,1%,-4%,-4%,-3%,4%,-8%,2%[57.1 µM],0%,-3%,-1%
TRHR agonist,-1.1,0.5,-0.1,-0.2,-1.6,2.3,0.0,0.0,0.7,/
Pin1 inh,55%[activator],-1%,-11%,1%,0%,-19%,-13%,-10%,-6%,1%
D2 antag,/,2,8,-5,2,/,/,-8,1,/
D2 agonist,0.3,-0.1,-0.5,0.8,-1.0,1.7,/,0.2,4.6,/
TrxR1 inh,9%,-6%,-10%,12%[57.1 µM],12%,-2%,-2%[57.1 µM],2%,6%,20%
USP1 inh,10%,-8%,-1%,-6%,-25%,-25%,-29%,-20%,-22%,?
mIDH1 inhibitor,8%,4%,4%,1%,10%,12%,-12%,15%,0%,2%
TRHR enhancer,-5,8,-3,5,3,31*,3,0,-4,/

11: CC1CCN(c2nc3c(c(=O)[nH]c(=O)n3C)n2CC(C)CSc2nnnn2-c2ccccc2)CC1 (stereo not given)
12: O=C(O)CCC(=O)NCc1ccc(F)cc1
13: O=C1CCN(Cc2ccccc2)S(=O)(=O)c2ccc(C(F)(F)F)cc21
14: CCNC(=S)N1CCc2ccccc2C1
15: CCOC(=O)c1c(NC(=O)COC(=O)CCOc2ccc(OCC)cc2)sc(C(=O)N(C)C)c1C
16: CCc1cc2c(cc(C(=O)OC)n2Cc2nc(-c3ccc(C)cc3)oc2C)s1
17: Cc1ccc(N(CC(=O)NCc2ccc(Cl)cc2)S(=O)(=O)N(C)C)cc1
18: COc1ccc(-c2csc(Nc3cc(C)ccn3)n2)cc1OC
19: c1ccc(CN2CCOCCOCCOCCOCC2)cc1
20: N#CC1=C(SCC(=O)NC2CC2)NC(=O)C(C#N)C12CCCCC2 (stereo not given)
screen / no.,11,12,13,14,15,16,17,18,19,20
TrxR1 substrate,-16%,-10%,-7%&-6%,4%[57.1 µM],2%[57.1 µM],-1%,-2%[57.1 µM],4%[57.1 µM],12%[57.1 µM],2%
TRHR agonist,-2.1,0.5,-0.5,0.5,-1.0,0.1,-0.2,-0.7,1.2,-0.1
Pin1 inh,-1%,-1%,1%,0%,23%,7%,0%,7%,-1%,-4%
D2 antag,-5,-2,-9,6,-7,/,/,0,11,4
D2 agonist,-0.8,1.2,-0.3,-0.4,-1.2,0.2,0.3,0.2,-0.4,-0.4
TrxR1 inh,-15%,-17%,8%&5%,21%[57.1 µM],6%[57.1 µM],16%,4%[57.1 µM],12%[57.1 µM],24%[57.1 µM],0%
USP1 inh,-1%,7%,-25%,-3%,-4%,-37%,-11%,-13%,?,-9%
mIDH1 inhibitor,-8%,1%,1%,3%,-4%,0%,0%,3%,6%,0%
TRHR enhancer,4,-2,-4,2,-4,-6,-8,1,-2,7

21: CC(OC(=O)c1cccc(-n2cnnn2)c1)C(=O)Nc1ccc(F)c(F)c1F (stereo not given)
22: O=C(Nc1cccc(Cl)c1)C1CCCN(c2ncnc3c2nc2n3CCCCC2)C1 (stereo not given)
23: Cc1ccc(C)c(N2CCN(C(=O)C(Cc3ccccc3)n3cccc3)CC2)c1 (stereo not given)
24: CCCc1nnc(NC(=O)C(=O)NCCN(CC)CC)s1
25: Cc1ccc(C)c(NC(=S)NC(NC(=O)/C=C/c2ccccc2)C(Cl)(Cl)Cl)c1 (stereo not given)
26: COc1cccc(CNC2CCCc3ccccc32)c1OC (stereo not given)
27: CN(C)C1C(=O)c2ccccc2C1=O
28: CC(=O)Nc1ccc(S(=O)(=O)Nc2nc3ccccc3nc2-n2ccc(=NC(=O)c3ccccc3)cc2)cc1
29: COc1ccc(S(=O)(=O)n2ccc(-c3ccc(OCCN(C)c4ccccn4)cc3)n2)cc1
30: CCOCC(=O)Nc1ccc([N+](=O)[O-])cc1C
screen / no.,21,22,23,24,25,26,27,28,29,30
TrxR1 substrate,0%[57.1 µM],-1%,-10%[57.1 µM],-4%,8%,5%[57.1 µM],-1%[11.4 µM],2%[57.1 µM],-6%,-5%[57.1 µM]
TRHR agonist,/,0.1,0.0,0.4,0.9,-0.6,0.0,2.1,-0.1,-1.3
Pin1 inh,-11%,-2%,31%[activator],-7%,20%,-6%,?,?,18%,0%
D2 antag,/,/,15,-17,1,5,12,-8,-4,3
D2 agonist,/,-0.4,0.9,-0.2,-0.7,-0.8,0.3,2.1,1.5,-1.9
TrxR1 inh,4%[57.1 µM],5%,-3%[57.1 µM],23%,16%,16%[57.1 µM],12%[11.4 µM],-3%[57.1 µM],4%,1%[57.1 µM]
USP1 inh,-16%,-1%,-22%,-21%,-20%,-20%,-22%,5%,-6%,-7%
mIDH1 inhibitor,5%,20%,11%,13%,4%,4%,0%,17%,5%,-5%
TRHR enhancer,/,-3,-3,4,-2,-6,-2,-1,1,-5

31: CC(C)[C@H](NC(=O)c1ccc(F)cc1)C(=O)N(C)Cc1cccs1
32: O=C(NCc1cnn(-c2ccccc2)c1)C1CCC(=O)N(C2CC2)C1 (stereo not given)
33: O=C1CSC(=S)N1N=Cc1ccc(Cl)s1
34: Cn1cc(C(=O)NCCN2CCN(c3cccc(Cl)c3)CC2)c2c3ccccc3n(C)c2c1=O
35: Cc1ccccc1Oc1ccc2c(c1)[C@@H]1C[C@H](N(C)C(=O)Nc3cc(Cl)cc(Cl)c3)[C@H]([C@H](C)O)C(=O)N1CC2
36: Cc1cccc(C(=O)Nc2ccc(C(=O)N/N=C/c3cccc(C)n3)cc2)c1
37: Cc1cccc(OCc2nnc(SCC(=O)NC3CCCCC3)n2C)c1
38: O=C(O)c1ccc(S(=O)(=O)N2CCOCC2)o1
39: COC(=O)c1ccc(C(C2C(=O)CC(C)(C)CC2=O)C2C(=O)CC(C)(C)CC2=O)cc1
40: Cc1ccc(SCCC(=O)OCC(=O)Nc2ccc(S(N)(=O)=O)cc2)cc1
screen / no.,31,32,33,34,35,36,37,38,39,40
TrxR1 substrate,4%,7%,6%[11.4 µM],13%[57.1 µM],-4%,-9%,3%,0%,-2%[57.1 µM],0%
TRHR agonist,0.3,-0.1,/,0.5,/,-0.6,-0.4,0.8,0.3,0.7
Pin1 inh,1%,2%,35%[activator],-4%,2%,0%,2%,-2%,-8%,10%
D2 antag,-5,19,/,5,/,-5,14,8,-1,-1
D2 agonist,-0.2,-0.9,/,-0.8,/,-3.1,-0.2,-0.7,-0.2,-0.1
TrxR1 inh,6%,21%,-55%[57.1 µM],26%[57.1 µM],8%,-6%,8%,6%,-46%,19%
USP1 inh,-20%,-7%,-5%,-5%,-21%,-24%,1%,-1%,-6%,-20%
mIDH1 inhibitor,6%,-10%,-2%,1%,-5%,-4%,6%,5%,2%,-5%
TRHR enhancer,4,17,/,2,/,-1,11,9,-1,0

41: CCOc1ccccc1C(=O)N1CCc2cc(OC)c(OC)cc2C1COc1ccc2c(C)cc(=O)oc2c1 (stereo not given)
42: CCOC(=O)c1c(C)[nH]c(C(=O)CN2CC(C)OC(C)C2)c1C (stereo not given)
43: CCS(=O)(=O)NCC(c1cccnc1)N1CCN(c2ccccc2OC)CC1 (stereo not given)
44: CC(c1ccccc1)n1c(Cn2ncc3ccccc3c2=O)n[nH]c1=S (stereo not given)
45: O=C(Nc1cccc(F)c1)OC(CN1CCCCC1)C(F)(F)F (stereo not given)
46: Cc1cc2ccccc2n1CCNC(=O)c1cc(C(F)(F)F)cc(C(F)(F)F)c1
screen / no.,41,42,43,44,45,46
TrxR1 substrate,28%,3%,3%[57.1 µM],-1%,3%[57.1 µM],6%
TRHR agonist,0.7,-0.6,0.3,-1.0,0.0,-0.9
Pin1 inh,6%,-3%,45%[activator],-1%,-9%,-6%
D2 antag,/,-6,7,2,7,/
D2 agonist,1.5,-0.1,0.0,2.7,1.5,-0.4
TrxR1 inh,39%[activator],-8%,-4%[57.1 µM],-9%,?,9%
USP1 inh,-13%,-3%,-19%,-11%,-15%,-8%
mIDH1 inhibitor,5%,-4%,-11%,7%,5%,4%
TRHR enhancer,-3,-1,-1,-2,2,-1

# One compound at a time, as listed above:
# `Cc1ccc(N(CC(=O)NCc2ccc(Cl)cc2)S(=O)(=O)N(C)C)cc1` across the screens: TrxR1 substrate = -2%[57.1 µM]; TRHR agonist = -0.2; Pin1 inh = 0%; D2 antag = /; D2 agonist = 0.3; TrxR1 inh = 4%[57.1 µM]; USP1 inh = -11%; mIDH1 inhibitor = 0%; TRHR enhancer = -8
# `O=C(Nc1cccc(Cl)c1)C1CCCN(c2ncnc3c2nc2n3CCCCC2)C1` (stereo not given) across the screens: TrxR1 substrate = -1%; TRHR agonist = 0.1; Pin1 inh = -2%; D2 antag = /; D2 agonist = -0.4; TrxR1 inh = 5%; USP1 inh = -1%; mIDH1 inhibitor = 20%; TRHR enhancer = -3
